Source: PubChem
PLAP inhibitors HTS: PLAP enzyme inhibitors, biochemical, luminescence, HTS (AID 690); inhibition, % at 20 µM, or IC50 in µM where a hit was titrated; 96,000 tested, 0.08% active; purified PLAP, luminescent substrate; higher % means a stronger effect; Alkaline phosphatase, placental type (Homo sapiens); in the data active = a potency from the dose series; inactive = the rest, 99 in 100 with inhibition below about 30%; also: strong numbers were not always called active
IL1B NFkB inh: inhibitors of IL-1B driven NFkB p65 nuclear import, primary screen, imaging, HUVEC, IL-1B stimulus, high-content imaging. HUVEC IL-1B NFkB p65 nuclear translocation imaging. inhibition, % at 2 µM. 94,000 tested, 0.43% active;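 active = inhibition above about 30% together with a positive call from visual inspection of the well image, limit read from the data; inconclusive = inhibition above a set limit but visual check negative; inactive = inhibition not above a set limit, visual check negative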;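 also: nuclear over cytoplasmic p65 intensity ratio measured by imaging; 0% = IL-1B stimulated DMSO wells and 100% = unstimulated DMSO wells; values of inactives mirror those of a sister screen read the other way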
NFkB transloc pot: enhancers of NFkB p65 translocation in HUVEC – imaging, IL-1B stimulus, high-content imaging, primary screen; activation, % at 2 µM; 94,000 tested, 0.3% active; AID 819, 2007; HUVEC IL-1B NFkB p65 nuclear translocation imaging;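 active = activation above 40%, about the mean plus 3 SD, also judged a hit on visual image review; inconclusive = activation above 40% but not a hit on visual review; inactive = activation not above 40% and no visual hit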;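 also: percent activation is computed from the nuclear over cytoplasmic p65 intensity ratio; values of inactives mirror those of a sister screen read the other way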
Bcl-B displacement: displacers of TR3 peptide from Bcl-B, primary screen, selectivity assay for Bfl-1 inhibitor project, biochemical, fluorescence polarization. Bcl-2-like protein 10 (Homo sapiens). FP displacement of FITC-TR3 peptide from Bcl-B; higher % means a stronger effect. one-dose displacement, % at 20 µM; IC50 in µM for titrated hits. 96,000 tested, 0.11% active. AID 748, 2007;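 active = displacement above 50% at 20 µM plus a fluorescence interference ratio under 1.5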;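 also: plate controls were wells without compound for no effect and wells lacking Bcl-B protein for full effect; a part of the inactive calls stands beside numbers as strong as those of hits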
MRP reversal: reversal of MRP1-mediated doxorubicin resistance, primary screen, H69AR cells, doxorubicin co-treatment; H69AR cells + 2 uM doxorubicin, CellTiter-Glo, 72 h; differential viability (reversal), % at 10 µM; 85,000 tested, 0.04% active; AID 602, 2007;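 active = viability drop by adding the cancer drug above about 55%, with treated viability meeting a 40% cutoff, limit read from the data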;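 also: viability without doxorubicin minus viability with 2 µM doxorubicin for each compound; larger differential means the compound sensitizes cells more to doxorubicin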
MRP reversal cytotoxicity: further read-out of MRP reversal, marked with its call; viability, %; H69AR cells, CellTiter-Glo, 72 h; measured here: cytotoxicity without doxorubicin
MRP reversal with doxorubicin: further read-out of MRP reversal, marked with its call; viability, %; measured here: viability with 2 uM doxorubicin; active compounds read low
IL1B NFkB inh cell count 2 µM: recorded beside IL1B NFkB inh, whose call it bears; cell count; measured here: cells passing quality filter;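 raw number of nuclei counted in each imaged well without normalization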
NFkB transloc pot cell count 2 µM: also measured in NFkB transloc pot; calls as there; cell count; measured here: cells passing quality filter
An asterisk follows results filed as active; ? = inconclusive; . = no result given.

compound | PLAP inhibitors HTS | IL1B NFkB inh | IL1B NFkB inh cell count 2 µM | NFkB transloc pot | NFkB transloc pot cell count 2 µM | Bcl-B displacement | MRP reversal | MRP reversal cytotoxicity | MRP reversal with doxorubicin
Cc1ccc(Sc2nc3c(c(=O)[nH]c(=O)n3C)n2CCc2ccccc2)cc1 | -42% | 16 | 162 | -16 | 162 | -4% | -1 | 14 | 15
COC(=O)c1cc(OC)c(OCc2cc(C(=O)OC)oc2C)c(OC)c1 | 20% | 26 | 13 | -26 | 13 | -6% | -6 | 77 | 83
CCOc1cc(C2NC(=O)NC(C)=C2C(=O)NCc2ccccc2)c(Cl)cc1O (configuration not stated) | 10% | 1 | 162 | -1 | 162 | 0% | 13 | 101 | 88
c1ccc(CSc2nnc3c(n2)OC(c2ccco2)Nc2ccccc2-3)cc1 (configuration not stated) | -8% | -27 | 126 | 27 | 126 | 25% | 11 | 80 | 69
O=C(OC1CCN(c2ncc(C(F)(F)F)cc2Cl)CC1)c1ccc(Cl)cc1 | -8% | -14 | 160 | 14 | 160 | -11% | . | . | .
O=C(O)CCc1ccc(-c2ccccc2)n1CC1CCCO1 (configuration not stated) | -44% | 6 | 103 | -6 | 103 | 4% | 0 | 78 | 78
Cc1csc(SCc2nc3sc4c(c3c(=O)[nH]2)CCC4)n1 | . | -8 | 80 | 8 | 80 | . | . | . | .
O=C(c1ccc(Cl)cc1)c1nnc(-c2ccncc2)o1 | 6% | . | . | . | . | 0% | -15 | 99 | 114
C=CCn1c(SCC(=O)O)nnc1-c1ccccc1 | . | -3 | 174 | 3 | 174 | . | 2 | 110 | 108
CC1(C)Cc2c(C#N)c(N3CCCC3)nc(-c3ccco3)c2CO1 | -50% | . | . | . | . | -87% | -31 | 45 | 76
CCN(CC)S(=O)(=O)c1ccc(OC)nc1 | -5% | . | . | . | . | 1% | 21 | 88 | 67
COc1ccc(/C=N/n2c(=S)n(C)c3ccccc32)cc1OC | -37% | -16 | 79 | 16 | 79 | 5% | 4 | 86 | 82
c1nc(N2CCCCC2)c2[nH]cnc2n1 | -20% | . | . | . | . | -2% | 7 | 90 | 84
O=C(c1ccc2ncsc2c1)N1CCN(c2ccc(O)cc2)CC1 | 7% | -1 | 166 | 1 | 166 | 2% | -5 | 87 | 93
CNC(=O)C(=O)NCCc1ccc(Cl)cc1 | 6% | -16 | 150 | 16 | 150 | -4% | -1 | 100 | 101
O=C(Nc1nccs1)c1ccc(S(=O)(=O)N2CCCCC2)cc1 | -13% | -1 | 166 | 1 | 166 | -6% | -3 | 81 | 83
COc1ccc(C(=O)Nc2nc(C)c(C(=O)N(C)C)s2)cc1OC | -7% | -30 | 122 | 30 | 122 | 0% | -4 | 75 | 79
O=C(c1ccccc1)c1c[nH]cc1-c1ccccc1 | . | -3 | 97 | 3 | 97 | . | 5 | 92 | 87
CCOC(=O)Cc1[nH]nc2c1C(C1C=CCCC1)C(C#N)=C(N)O2 (configuration not stated) | -108% | -10 | 245 | 10 | 245 | 8% | -18 | 71 | 89
O=C1CC(c2cccc(F)c2)C2=C(CCCC2=O)N1 (configuration not stated) | 8% | 2 | 162 | -2 | 162 | -10% | -11 | 88 | 99
O=C(CSc1nnc(COc2cccc3cccnc23)o1)N1CCN(C(=O)c2ccco2)CC1 | . | ? | . | -59 | 104 | . | 3 | 87 | 84
COc1ccc(-c2nc(NC(=O)CSc3nnc(C)s3)ns2)cc1 | 5% | -6 | 128 | 7 | 128 | -3% | 4 | 89 | 85
COc1ccc(N2CCN(CC(O)COc3ccc4c(c3)CCC4)CC2)cc1 (configuration not stated) | -101% | -25 | 187 | 25 | 187 | 1% | -2 | 85 | 87
CCOC(=O)Cn1c(=N)n(CCOc2cccc(C)c2)c2ccccc21 | 16% | 2 | 92 | -2 | 92 | 0% | 7 | 88 | 81
Cc1cccc(N2CCN(CC(=O)Nc3ccccc3[N+](=O)[O-])CC2)c1C | 6% | -3 | 126 | 3 | 126 | -7% | . | . | .
Cc1cnc(C(=O)Nc2ccc(N3CCN(C(=O)OC(C)(C)C)CC3)cc2)cn1 | 9% | 4 | 138 | -4 | 138 | -3% | -21 | 28 | 49
CSC1=NCCN1C(=O)c1c(F)cccc1Cl | 9% | -26 | 168 | 26 | 168 | -11% | 3 | 79 | 76
COc1ccc(CCNC(=O)c2cc3sccc3n2C)cc1OC | 5% | -11 | 73 | 11 | 73 | -4% | 0 | 97 | 96
Cc1cc(NC(=O)CSc2nnc(C3CC3)n2Cc2ccccc2)no1 | -45% | 0 | 65 | 0 | 65 | 2% | -1 | 90 | 91
CCOC(=O)c1c(NC(=O)COC)sc2c1CCCC2 | -3% | 4 | 160 | -4 | 160 | -4% | 14 | 103 | 89
O=C(OCCN1CCCCC1)c1ccc(Cl)cc1 | -50% | -8 | 143 | -22 | 85 | -1% | 14 | 105 | 92
CCOC(=O)C1=C(C)NC2=C(C(=O)C(C(=O)OCC)C(c3cccc(OC)c3)C2)C1c1ccccn1 (configuration not stated) | -18% | -6 | 167 | 6 | 167 | -8% | 38 | 92 | 54
O=C(Cc1coc2ccc3ccccc3c12)Nc1nnc(C2CC2)s1 | 0% | -12 | 160 | 4 | 123 | -28% | . | . | .
COCCn1c(N2CCN(c3ccc(OC)cc3)CC2)nc2c1c(=O)[nH]c(=O)n2C | -15% | -17 | 65 | 17 | 65 | 16% | 2 | 89 | 87
COC(=O)c1ccc(C)c(NC(=O)Cc2coc3cc(OC)ccc23)c1 | -51% | 2 | 137 | -2 | 137 | 1% | 15 | 85 | 70
Cc1c(NC(=O)c2ccccc2N(C)S(=O)(=O)c2ccccc2)c(=O)n(-c2ccccc2)n1C | -9% | -12 | 184 | 12 | 184 | 4% | -1 | 99 | 100
Cc1ccc(NC(=O)Cn2cnc3c(cnn3C(C)(C)C)c2=O)cc1 | -4% | . | . | . | . | -6% | -8 | 91 | 99
O=C(CN1N=C(C(F)(F)F)CC1(O)c1ccc([N+](=O)[O-])cc1)c1ccccc1 (configuration not stated) | . | 4 | 100 | -5 | 100 | . | 16 | 97 | 81
COc1ccc(CNC(=O)CN(CC2CCCO2)C(=O)CNS(=O)(=O)c2ccccc2)cc1 (configuration not stated) | -11% | -9 | 136 | 9 | 136 | -8% | 7 | 93 | 86
COC(=O)CSc1nnc(-c2cnccn2)n1C | . | 2 | 153 | -2 | 153 | . | 1 | 95 | 94
COC(=O)C1CSC(C(=O)OC)N1C(=O)Nc1ccc(Cl)cc1 (configuration not stated) | 9% | -3 | 96 | 3 | 96 | 4% | . | . | .
Cc1nc2ccc(-c3nc4ccccc4o3)cc2[nH]1 | 3% | 8 | 96 | -8 | 96 | -27% | -32 | 76 | 108
O=C(c1ccc(O)cc1)c1ccc(C(=O)c2ccc(O)cc2)cc1 | -51% | -1 | 189 | 1 | 189 | -17% | 0 | 77 | 78
Cc1ccccc1CNC(=O)c1ccc(CSCc2ccccc2)cc1 | 13% | 3 | 121 | -3 | 121 | 0% | . | . | .
COc1ccc(C(c2c[nH]c3ccccc23)c2c[nH]c3ccccc23)cc1O | -14% | -2 | 152 | 2 | 152 | -107% | 4 | 7 | 3

Part of the list above with just MRP reversal and MRP reversal cytotoxicity:
mol	MRP reversal	MRP reversal cytotoxicity
COc1ccc(/C=N/n2c(=S)n(C)c3ccccc32)cc1OC	4	86
c1nc(N2CCCCC2)c2[nH]cnc2n1	7	90

Next part
compound | PLAP inhibitors HTS | IL1B NFkB inh | IL1B NFkB inh cell count 2 µM | NFkB transloc pot | NFkB transloc pot cell count 2 µM | Bcl-B displacement | MRP reversal | MRP reversal cytotoxicity | MRP reversal with doxorubicin
O=C(Nc1ccc(F)c(F)c1)c1ccc2c(c1)OCO2 | 16% | 5 | 103 | -5 | 103 | 2% | -15 | 96 | 111
O=C1CC(c2ccc(Cl)cc2)CC(O)=C1C=NCc1ccc(Cl)c(Cl)c1 (configuration not stated) | 9% | -11 | 161 | 11 | 161 | 7% | . | . | .
COc1ccc(CCN2C(=O)C3C4C=CC(C4)C3C2=O)cc1OC (configuration not stated) | -1% | -6 | 157 | 6 | 157 | -5% | 10 | 85 | 74
COc1ccccc1C(=O)NCCn1cc(SCC(=O)Nc2nnc(C)s2)c2ccccc21 | -37% | -24 | 132 | 24 | 132 | 2% | -20 | 46 | 66
Cc1ccc(-c2nn(C)c(=O)c3ccccc23)cc1S(=O)(=O)N1CCOCC1 | . | -2 | 141 | 2 | 141 | . | -11 | 65 | 75
COCCNC(=O)c1c[nH]n2c(=O)cc(C3CCN(C(=O)OC(C)(C)C)CC3)nc12 | -56% | 15 | 45 | -15 | 45 | -1% | -2 | 85 | 86
O=C(Nc1ccc(Br)cc1)N1CCCCCCC1 | 0% | 2 | 129 | -2 | 129 | 7% | 13 | 104 | 91
CCn1c(SCC(=O)Nc2ccccc2F)nc2c(c1=O)SC(C)C2 (configuration not stated) | . | -5 | 153 | 5 | 153 | . | -7 | 88 | 95
COc1cccc(CN2CCNC(=O)C2CC(=O)O)c1OC (configuration not stated) | . | 14 | 159 | -14 | 159 | . | 8 | 90 | 82
COc1ccc(C2C(C(=O)Nc3cccc(C)n3)CCC(=O)N2c2ccc(OC)cc2)cc1 (configuration not stated) | -40% | 10 | 142 | -10 | 142 | -12% | 13 | 95 | 82
O=C(Cc1n[nH]c(=O)c2ccccc12)OCC(=O)c1ccc2c(c1)OCCO2 | 2% | 2 | 77 | -2 | 77 | 0% | -26 | 24 | 49
CCN1CCN(CC(=O)Nc2cccc(C)c2C)C(=O)C1=O | -4% | 4 | 170 | -4 | 170 | 1% | 2 | 96 | 94
Cc1c(C)n(C)c2ccc(C(=O)Nc3cccc4ccccc34)cc12 | -12% | 4 | 159 | -4 | 159 | -1% | . | . | .
COc1ccc(-c2nnn(CC(=O)OC3CCCCC3)n2)cc1OC | -24% | -15 | 145 | 15 | 145 | 16% | 18 | 90 | 72
CC(C)c1[nH]nc2c1C(c1cccnc1)C(C#N)=C(N)O2 (configuration not stated) | 5% | -11 | 126 | 11 | 126 | -5% | 5 | 98 | 94
CCc1cc2c(=O)n(C(C)C(=O)OC3CCCCC3)cnc2s1 (configuration not stated) | -2% | -12 | 152 | 12 | 152 | -10% | -4 | 100 | 104
CCC1Oc2ccccc2N(CC(=O)NCCc2ccc(OC)c(OC)c2)C1=O (configuration not stated) | . | ? | . | -51 | 101 | . | 7 | 99 | 92
c1cncc(-c2nc3cc(Cc4ccc5oc(-c6cccnc6)nc5c4)ccc3o2)c1 | 0% | . | . | . | . | -5% | 2 | 99 | 97
O=C(Nc1cccc(Cl)c1)N1CCN(Cc2ccccc2)CC1 | 1% | 4 | 62 | -4 | 62 | 0% | 13 | 103 | 90
CC(C)n1c(-c2ccco2)csc1=Nc1cccnc1 | 25% | -15 | 96 | 15 | 96 | -1% | 0 | 66 | 66
N#C/C(=C(\O)Cc1ccccc1)c1nc2ccccc2[nH]1 | 6% | -25 | 175 | 25 | 175 | -4% | -16 | 15 | 31
Cc1ccc(S(=O)(=O)NCc2ccncc2)cc1 | 24% | -5 | 219 | 5 | 219 | -1% | -11 | 106 | 117
COc1cc(OC)cc(C(=O)NCc2cccnc2)c1 | 9% | -13 | 130 | 13 | 130 | -1% | 7 | 93 | 87
CC1CN(C(=O)COc2ncnc3ccccc23)CC(C)O1 (configuration not stated) | 0% | -8 | 161 | 8 | 161 | -9% | 14 | 103 | 88

These rows are one share of the data; rates above refer to the full screens.
